HP1b chromo inh = inhibitors of HP1-beta chromodomain binding to methylated histone tails; P83916; 0.56% of 390,000 active; AlphaScreen HP1-beta / biotin-H3K9me3 peptide binding; Potency, µM (doses to about 114 µM), for the others: at the top dose activity change, negative = inhibition, most hits filed as inhibitors; AID 540317; further: potency means the concentration at half of the fitted maximal effect; nearly all actives have a fitted effect of over 70% in size; inactives centre near 23
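HP1-beta protein (50 nM final) preincubated 30 min at room temperature with biotinylated H3(1-18)K9me3 peptide (50 nM) in PBS pH 7.4, 0.01% Tween-20, then compound added for 30 min. AlphaScreen streptavidin donor/nickel chelate acceptor beads (10 ug/mL final), 30 min dark, luminescence read.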
JMJD2A Tudor inh = JMJD2A Tudor domain (human) inhibition | AID 504339 | AlphaScreen JMJD2A-Tudor / H3K4me3 peptide binding | 4.4% of 390,000 active | Potency, µM (titrated, usually from 114 µM), for inactives: at the top dose activity change, negative = inhibition, most hits filed as inhibitors; further: potency means the concentration at half of the fitted maximal effect; on the % scale 0 is the no-effect control and ±100 the full control effect; nearly all actives have a fitted effect of over 50% in size
G9a block = G9a (human) methyltransferase inhibition; G9a H3K9 monomethylation, AlphaScreen, 2 h; Q96KQ7; Potency, µM (titrated, usually from 102 µM), for inactives: top-dose activity, negative = inhibition, actives largely listed as inhibitors; 8.8% of 350,000 active; further: potency means the concentration at half of the fitted maximal effect; on the % scale 0 is the no-effect control and ±100 the full control effect; nearly all actives have a fitted effect of over 75% in size
Target sequence (Q96KQ7 913-1193 limits assumed): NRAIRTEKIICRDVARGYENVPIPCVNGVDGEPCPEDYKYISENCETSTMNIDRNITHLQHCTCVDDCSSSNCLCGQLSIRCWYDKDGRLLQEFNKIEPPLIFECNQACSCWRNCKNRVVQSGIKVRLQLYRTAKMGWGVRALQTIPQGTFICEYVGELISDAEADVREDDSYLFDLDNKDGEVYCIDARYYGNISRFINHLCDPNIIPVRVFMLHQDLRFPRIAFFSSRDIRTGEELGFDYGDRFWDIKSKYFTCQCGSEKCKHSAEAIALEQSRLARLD
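AlphaScreen read-out: biotin-H3K9 peptide (500 nM) methylation by 20 nM enzyme with 20 uM SAM, 2 h at room temperature after 15 min compound preincubation; anti-monomethyl H3K9 antibody plus donor/acceptor beads, 10 min dark.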
ERG-DNA inh = blocks human ERG Ets domain binding to DNA; 0.028% of 370,000 active; Potency, µM (highest dose often 76.9 µM), inactives show at the top dose FP activity, negative = inhibition, hits mostly inhibitors; fluorescence polarization, His-ERG Ets domain / labelled DNA; P11308; AID 624246; active means well fitted inhibition curve with a large enough effect in the polarisation, with a control signal flat; inconclusive means small, poorly fitted or top-dose-only effect, or effect the other way, or a change in a side signal; inactive means no such curve, though single readings can be large or run the other way; the % refers to the polarisation;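 further: polarization taken with two DNA probes labelled with fluorescein and Texas red; potency means the concentration at half of the fitted maximal effect; % of control where 0% means no effect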
Target sequence (P11308 whole entry, looked up, the tested form may be a part): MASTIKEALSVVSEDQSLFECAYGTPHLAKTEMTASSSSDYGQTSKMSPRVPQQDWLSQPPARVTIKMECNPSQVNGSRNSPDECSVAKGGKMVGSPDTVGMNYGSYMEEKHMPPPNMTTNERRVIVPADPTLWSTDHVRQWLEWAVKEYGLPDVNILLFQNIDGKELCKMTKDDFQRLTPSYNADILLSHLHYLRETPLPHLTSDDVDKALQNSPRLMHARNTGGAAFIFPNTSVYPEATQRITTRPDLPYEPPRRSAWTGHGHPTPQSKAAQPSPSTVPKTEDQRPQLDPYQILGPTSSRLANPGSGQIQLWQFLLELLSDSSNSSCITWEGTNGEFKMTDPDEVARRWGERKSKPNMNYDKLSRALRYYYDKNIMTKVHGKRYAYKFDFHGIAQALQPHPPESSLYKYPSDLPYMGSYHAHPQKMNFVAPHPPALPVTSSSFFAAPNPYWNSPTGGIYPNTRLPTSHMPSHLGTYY
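His-tagged ERG Ets domain (1 uM in the protein solution; 300mM KCl, 50mM Tris-HCl, 1mM EDTA, 1mM DTT, pH 7.5) received compound, then a probe mix of 5 nM fluorescein-DNA and 100nM Texas-615-DNA. Fluorescence polarization was read for both dyes.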
PI4K2A block = blocks human PI4K2A kinase activity. 0.13% of 420,000 active. Q9BTU6. activity change, negative = inhibition, % at 76.9 µM. AID 1346378. purified PI4K2A, ADP-Glo luminescence, 1 h; active compounds read low; in the data active means activity change below about -50%; inconclusive means mostly about -30% to -49%;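 further: -100% = wells without enzyme as full effect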
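PI4K2A activity was measured by ADP-Glo luminescence: enzyme (4 ug/mL stock) and phosphatidylinositol (1.2 mM stock) in Tris pH 7.5/MgCl2/EGTA/Triton X-100 buffer were reacted with ATP (300 microM stock) for one hour at ambient temperature.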
RGS4 inh = human RGS4 inhibition. AID 504845. Potency, µM (titrated, usually from 114 µM), for inactives: top-dose activity change, negative = inhibition, most hits filed as inhibitors. P49798. Transcreener GDP fluorescence polarization, RGS4-accelerated GTP hydrolysis. 0.039% of 390,000 active; further: potency means the concentration at half of the fitted maximal effect; on the % scale 0 is the no-effect control and ±100 the full control effect; nearly all actives have a fitted effect of over 75% in size; some results filed as inactive show a strong effect at the top dose
Target sequence (P49798 whole entry, looked up): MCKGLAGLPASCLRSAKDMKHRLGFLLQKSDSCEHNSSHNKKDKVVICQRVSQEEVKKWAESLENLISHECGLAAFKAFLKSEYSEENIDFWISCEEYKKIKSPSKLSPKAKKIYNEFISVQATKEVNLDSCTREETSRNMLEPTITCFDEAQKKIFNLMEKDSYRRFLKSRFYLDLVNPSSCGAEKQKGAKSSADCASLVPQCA
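MLSMR compounds (23 nl, pin-transferred) preincubated 10 min at room temperature with a 500nM (2x) first reagent, then RGS4 at 900nM (2x) plus Transcreener GDP mix added; fluorescence polarization (620/688 nm) read before and after 90 min at 30 °C.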
GLS inh = glutaminase GLS (human) inhibition; 0.21% of 410,000 active; AID 624170; O94925; Potency, µM (top dose mostly 45.5 µM), without a hit: top-dose activity change, negative = inhibition, usual class: inhibitors; GLS enzymatic activity, qHTS titration; further: potency means the concentration at half of the fitted maximal effect; on the % scale 0 is the no-effect control and ±100 the full control effect
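Compounds were pin-transferred onto hKGA, after which L-glutamine (1 mM solution) and a detection mix of glutamate oxidase, HRP and Amplex Red were added. Initial and 30 min RT fluorescence reads were collected.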
BAZ2B block = blocks human BAZ2B | Q9UIF8 | AlphaScreen BAZ2B-H3K14Ac peptide displacement | Potency, µM (top dose mostly 114 µM), for the others: top-dose activity change, negative = inhibition, most hits filed as inhibitors | 4.4% of 360,000 active | AID 504333; further: potency means the concentration at half of the fitted maximal effect; on the % scale 0 is the no-effect control and ±100 the full control effect; nearly all actives have a fitted effect of over 60% in size
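AlphaScreen luminescence quantifies BAZ2B engagement of H3K14Ac peptide; the protein and biotinylated peptide are both at 50 nM final, buffer PBS pH 7.4 with 0.01% Tween-20, all steps at room temperature.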
ALOX12 inh = blocks human arachidonate 12S-lipoxygenase. purified 12hLO, xylenol orange hydroperoxide absorbance. Potency, µM (doses to about 108 µM), without a hit: at the highest dose activity change, negative = inhibition, usual class: inhibitors. 1.1% of 580,000 active; further: potency means the concentration at half of the fitted maximal effect; on the % scale 0 is the no-effect control and ±100 the full control effect
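Purified human 12hLO (150 nM final) in 25 mM Hepes, 0.01% Triton X-100, pH 7.0 was preincubated 15 min at room temperature with compound. Then 40 uM arachidonic acid was added, 30 min. Hydroperoxide was read by Fe-XO absorbance ratio 573/405 nm.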
Starred values were filed as active, the others as inactive; i = inactive; ? = inconclusive; . = not tested or not shown; & = joins results of further samples; ! = not active in a repeat; [ ] = remark or other dose. Unless noted, the call rests on the fitted dose curve; in most records, active means well fitted curve in the direction sought with a large enough effect; inconclusive means small, poorly fitted or top-dose-only effect, or another doubt; inactive means no such curve, though single readings can be large; an effect the other way counts as inactive or inconclusive. Some of the compounds tested. The share of hits here may be higher or lower than overall.

SMILES	HP1b chromo inh	JMJD2A Tudor inh	G9a block	ERG-DNA inh	PI4K2A block	RGS4 inh	GLS inh	BAZ2B block	ALOX12 inh
Cc1onc(-c2ccccc2Cl)c1C(O)c1ccc(F)cc1 (stereo unspecified)	20.3%	11.9%	12.6%	6.4%	1.9	-16.3%	-2.2%	1.0%	-2.6%
CCOC(=O)c1cccc(NC(=O)C2CCCN(S(=O)(=O)c3cc(Br)cc4c3N(C(=O)CC)CC4)C2)c1 (stereo unspecified)	-6.8%	-15.0%	-39.1%[59 µM]	4.2%	2.2	7.9%	-4.7%	-3.8%	-4.1%
COc1ccc(-n2nc3c(N4CCC(C(=O)N5CCC(C)CC5)CC4)nnc(C)c3c2C)cc1	39.8%&-0.8%[activator]	6.6%&-9.7%	-9.0%[59 µM]	-9.1%&-7.0%	-2.8&1.9	16.6%&3.5%	-0.9%&-2.2%	-4.1%&-30.4%	11.5%&0.8%
COc1cccc(CNc2ncnc3ccc(-c4c(C)noc4C)cc23)c1	56.1%[activator]	-1.4%&-25.5%	-6.1%[2.33 µM]	.	3.7	-28.2%	-4.3%	-1.6%&1.0%	0.8%
CC(=O)c1ccc(NC(=O)CSc2nnc(NC(=O)Nc3ccccc3)s2)cc1	50.0%[activator]	4.2%	-21.1%[59 µM]	-6.2%	-1.2	-27.7%	0.8%	7.1%	-15.9%
CCc1ccccc1NC(=O)CN1C(=O)CCSc2ccc(S(=O)(=O)N3CCCC3)cc21	10.0%[57 µM]	-9.6%	13.3%[59 µM]	-4.5%	1.0	-12.7%	-13.6%	-4.1%	-24.2%
COc1ccc(-c2c[n+]3c4n2CCCCC4=C(c2ccc(Br)cc2)C3)cc1	-13.0%	56.2µM*	8.91µM*	0.1%	-4.1	-27.7%	-16.0%	39.8µM*	-24.5%
CCn1nc(C)c(CN2CCN(Cc3cccc(OC)c3)C(CCO)C2)c1C (stereo unspecified)	33.2%[57 µM]	-2.6%	2.6%	0.3%	-1.5	-29.4%	-3.0%	-13.3%	-2.7%
CC(C)CNC(=S)N1CCC(Cc2ccccc2)CC1	41.0%[activator]	2.1%	77.3%[activator]	2.4%	3.5	-25.1%	-6.5%	-6.2%	i
COc1cc(C(=O)N/N=C/c2cn(Cc3ccccc3)c3ccccc23)ccc1O	-8.6%	?	-49.5%	-4.6%	-1.4	12.5%	-22.2%	?	-0.2%
CC(C)(C)n1nc2c(c1NC(=O)c1c(F)cccc1F)CS(=O)(=O)C2	15.6%	3.3%	1.1%	-2.7%	-1.2	-16.7%	12.6%	-4.2%	-1.1%
COc1ccc(-c2cc(C(=O)Nc3cc(C)ccc3O)no2)cc1OC	49.5%[activator]	0.3%	7.0%[59 µM]	-7.4%	2.0	-2.5%	-5.8%	4.2%	-9.4%
CC1CN(C(=O)CCNC(=O)c2ccc(Cl)cc2)CC(C)O1 (stereo unspecified)	34.2%	-1.3%	17.5%	-1.1%	-2.0	-20.0%	-1.0%	-2.7%	462.1%[activator]
N/C(COc1cccc(Cl)c1)=N\NS(=O)(=O)c1ccccc1	43.3%[activator]	-22.3%	62.1%[activator][59 µM]	-3.5%	-1.0	-8.2%	17.5%	0.8%	4.5%
CS(=O)(=O)N1CCN=C1SCc1ccc(F)cc1	22.5%	-11.7%	53.4%[activator]	4.4%	2.8	-3.8%	-0.4%	2.6%	14.3%
CCOc1cc(CNc2cccc3ccccc23)cc(Br)c1OCC(=O)NC(C)(C)C	2.4%	-33.7%	-2.9%[12.7 µM]	.	-0.5	-10.3%	-12.9%	-6.6%	.
CN1CCN(c2ncccc2S(=O)(=O)N2CCCCC2)CC1	40.7%	-10.1%	-10.2%[59 µM]	4.5%	6.2	4.7%	-7.9%	-4.8%	12.0%
COC(=O)c1ccc(CNC(=O)COC(=O)c2cccs2)cc1	20.8%	-9.0%	.	6.3%	3.4	15.0%	-0.6%	.	-44.0%
Cc1cc(O)c(CN2CCN(c3ccc(F)cc3)CC2)c2oc(=O)cc(C)c12	21.6%	-14.2%	-7.7%[59 µM]	1.3%	-1.2	24.3%	2.9%	-7.4%	-9.1%
COc1ccc(C(=O)Nc2ccc3c(c2)C(=O)N(C)C3=O)cc1OC	9.0%	0.3%	7.5%	-2.0%	5.3	4.2%	4.2%	-23.1%	.
COc1ccc2nc(NC(=O)Cn3cnc4c(=O)n(C)c(=O)n(C)c43)sc2c1	33.8%[activator]	-42.1%	?	-4.6%	-4.1	-10.5%	4.1%	7.5%	?
Cc1ccc(C)c(Cn2c(=O)n(-c3ccc(Cl)cc3)c(=O)c3c4c(sc32)CCC4)c1	39.7%[activator]	-24.2%	-23.2%[59 µM]	5.5%	-3.7	17.6%	-0.4%	1.3%	1.0%
CC(=O)n1cc([C@H]2C=C(C(=O)N3CCOCC3)O[C@@H](OCCCCO)C2)c2ccccc21	7.9%	-9.0%	.	3.7%	-4.0	4.8%	11.3%	.	-29.8%
COc1ccc(C(=O)NC(=S)Nc2cccc(S(=O)(=O)N3CCOCC3)c2)cc1	-0.2%	-21.4%	5.1%	-2.8%	0.9	-31.2%	-4.1%	-17.3%	28.2µM*
Cc1ccc2c(c1)C1(OCCCO1)C(=O)N2CC#N	26.2%	-2.4%	.	2.7%	-2.0	27.5%	-1.4%	14.7%	0.0%
Cc1ccc(C(=O)Cn2nnc(-c3ccccc3-n3cnnn3)n2)cc1	27.3%	-9.3%	17.8%[59 µM]	.	-1.1	4.0%	6.3%	1.2%	-13.5%
COc1ccc(N2CC(NC(=O)C3CCCCC3)CC2=O)cc1 (stereo unspecified)	3.3%	-8.8%	-3.0%[59 µM]	-0.7%	2.2	-27.5%	-27.9%	-9.3%	-10.2%
C#CCN1C(=O)C(O)(CC(=O)/C=C/c2ccco2)c2ccccc21 (stereo unspecified)	16.9%	-35.2%	50.1µM*	41.2%[activator]	-7.6	?	-16.4%	?	?
Cc1cc(NC(=O)c2cnn3cccnc23)n(-c2ccccc2)n1	14.2%	-15.4%	-29.5%	-0.6%	3.9	-3.3%	0.2%	6.0%	-5.4%
C=CCc1cc(/C=N\NC(=O)CSc2nnc(CCCc3ccc(OC)c(C)c3)o2)cc(OC)c1O	8.0%	-32.0%	?	1.1%	6.3	-8.1%	19.2%	-5.1%	0.2%
Nc1ccc(Br)c2cccnc12	17.2%	-29.3%	31.6µM*	5.3%	?	-33.5%	-13.0%	-32.6%	-4.3%
COc1cc(C)nc2nc(SCc3ccccc3)nn12	27.5%	3.4%	13.5%[59 µM]	-0.1%	1.1	-11.7%	57.6%[activator]	10.2%	?
Cc1ccc(-c2nn(-c3ccccc3)cc2/C=N/n2c(-c3cccs3)n[nH]c2=S)cc1	-18.3%	?	?	2.4%	-1.0	-47.9%	17.9%	-33.6%	?
CC(CN1c2ccccc2Sc2ccccc21)N(C)C (stereo unspecified)	-13.7%	?	15µM*!	0.1%	1.8&-0.4&0.8	?	14.2%&18.7%	44.7µM*	?
CCn1c(CCNC(=O)c2cccs2)nnc1SCC(=O)c1ccc(OC)cc1	?	28.2µM*	.	-9.4%	2.9	-45.3%	6.0%	.	?
COc1ccc(NC(=O)C(c2cc3c(cc2[N+](=O)[O-])OCO3)N(C)c2ccccc2)cc1 (stereo unspecified)	?	?	?	-1.5%	-9.7	-7.8%	11.5%	-37.7%	0.3%
CN(C)S(=O)(=O)c1ccc(C(=O)NCCS(=O)(=O)N2CCN(c3ccccc3)CC2)cc1	13.1%[57 µM]	-6.4%	2.0%[59 µM]	-3.0%	1.7	9.2%	4.9%	2.1%	-29.1%
COc1ccc(NC(C)=O)cc1NC(=O)CSc1nnc(-c2ccccc2)n1N	32.2%	-2.1%	4.8%[59 µM]	3.0%	2.3	-1.3%	-20.2%	0.1%	-1.0%
COC(=O)Oc1c(Br)c(=O)oc2ccccc12	62.7%[activator]	-7.6%[57.1 µM]	.	-4.4%	-4.8	-13.8%[56.9 µM]	-6.0%	.	.
O=C1c2ccc(Oc3cccc([N+](=O)[O-])c3)cc2C(=O)N1c1ccccn1	-4.0%	?	?	15.7%	-2.0	?	48.4%[activator]	-16.3%	-3.6%
CN(C)CCn1c(=O)n(C2CCCCC2)c(=O)c2c3c(sc21)CCCCC3	4.9%	-16.9%	.	0.5%	2.1	20.4%	-5.9%	.	-12.6%
CCCCn1c(=O)[nH]c2nc3cc(NC(C)=O)ccc3nc2c1=O	-5.1%	-16.3%	.	16.4%	1.2	-7.3%	-0.3%	?	8.0%
COc1ccc(CNC(=O)CCc2c(C)c3cc4c(C)c(C)oc4cc3oc2=O)cc1OC	-8.8%	-21.4%	4.4%[59 µM]	-0.6%	-12.0	-6.5%	3.3%	-3.1%	-10.6%
Cc1nn(-c2ccccc2)c2c1cc1c(=O)n(C)c(=O)nc-1n2-c1cccc(Cl)c1	69.2%[activator]	8.3%	8.0%[59 µM]	-1.5%	-2.1	-20.2%	3.0%	.	0.0%

Bioassay records deposited in PubChem by National Center for Advancing Translational Sciences (NCATS).
